Source: PubChem
HPDE-C7 viability = cytotoxicity in HPDE-C7 cells, cell-based, fluorescence, HTS (AID 430) | cytotoxicity, % at 10 µM; hits with a dose series show EC50 in µM | hit rate 1.8% among 63,000 | HPDE-C7 pancreatic duct cells viability, fluorescence; higher % means a stronger effect;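 also: cells exposed to compound for 48 hours before viability readout; 0% = vehicle and 100% = reference cytotoxic drug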
HT1080 cytotoxicity = cytotoxicity in HT1080 fibrosarcoma cells, cell-based, fluorescence readout (AID 620); hit rate 0.42% among 87,000; HT1080 viability, fluorescence; higher % means a stronger effect; cytotoxicity, % at 10 µM, or EC50 in µM where a hit was titrated;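 also: cells exposed to compound overnight then 4 h with Alamar Blue; 0% = vehicle DMSO and 100% = killing control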
MK inhibit = S. pneumoniae MK inhibitors, primary screen, biochemical, PK/LDH-coupled NADH absorbance; mevalonate kinase [Streptococcus pneumoniae D39]; inhibition, % at 10 µM; AID 555, 2006; hit rate 0.48% among 65,000; purified MK, PK/LDH-coupled NADH absorbance 340 nm;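 active = ranked among the strongest by inhibition in the single 10 µM screen, a fixed top-ranked set picked for dose follow-up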; also: no value below 0 was filed
Bfl-1 inhibitors = Bfl-1 inhibitors, primary screen, biochemical, fluorescence polarization, FITC-Bid, mouse (AID 432) | hit rate 0.02% among 64,000 | Bcl-2-related protein A1 (Mus musculus) | displacement, % at 20 µM, or IC50 in µM where a hit was titrated | FITC-Bid BH3 peptide fluorescence polarization displacement; higher % means a stronger effect; in the data active = a potency from the dose series; inactive = the rest, 99 in 100 with displacement below about 15%; also: strong numbers were not always called active
DPM-DC inhibit = S. pneumoniae DPM-DC inhibitors, primary screen, biochemical, PK/LDH-coupled NADH fluorescence; AID 556, 2006; hit rate 0.49% among 65,000; calls only at 10 µM; diphosphomevalonate decarboxylase (Streptococcus pneumoniae D39); purified DPM-DC;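 active = the 320 compounds with the highest percent inhibition in the single-dose primary screen, excluding strongly autofluorescent ones, cut at about 32% in these data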;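 also: kinetic rate of NADH fluorescence loss reporting ADP formed by the decarboxylase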
KRASV12 cytotoxicity = cytotoxicity in KRAS-transformed pancreatic duct cells, primary screen, cell-based, fluorescence, HTS (AID 431) | cytotoxicity, % at 10 µM, or EC50 in µM where a hit was titrated | HPDE-C7K KRASV12 cells, Alamar Blue viability, 48 h; higher % means a stronger effect | hit rate 1.7% among 63,000;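 active = compounds whose percent cytotoxicity in the single-dose primary screen, scaled between solvent and toxic-drug controls, exceeds 50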;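 also: 0% = DMSO solvent wells and 100% = doxorubicin-treated wells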
LYP phosphatase = LYP phosphatase inhibitors, primary screen, biochemical, DiFMUP fluorescence, recombinant catalytic domain, 10 µM (AID 606) | Tyrosine-protein phosphatase non-receptor type 22 (Homo sapiens) | recombinant LYP catalytic domain, DiFMUP fluorescence; higher % means a stronger effect | one-dose inhibition, % at 10 µM; IC50 in µM for titrated hits | 52,000 tested, under 10 active;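 active = IC50 under 40 µM in the dose-response test; inactive = IC50 of 40 µM or more, or never dose-tested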
PMK inhibit = S. pneumoniae PMK inhibitors, primary screen, biochemical, mevalonate pathway, pilot trial included; phosphomevalonate kinase (Streptococcus pneumoniae D39); purified PMK, PK/LDH-coupled NADH absorbance 340 nm; inhibition, % at 10 µM; hit rate 0.49% among 65,000; AID 539, 2006;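 active = top-ranked compounds by inhibition in the single 10 µM screen, taking a fixed number of the strongest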;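 also: 0% = full reaction with DMSO carrier and 100% = background rate without enzyme reaction; no value below 0 was filed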
Alkaline phosphatase = human TNAP enzyme inhibitors, biochemical, luminescent (AID 518); purified TNAP enzyme, luminescent substrate readout; higher % means a stronger effect; inhibition, % at 20 µM; hits with a dose series show IC50 in µM; hit rate 0.09% among 64,000; in the data active = a potency from the dose series; inactive = the rest, 99 in 100 with inhibition below about 22%;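 also: plate controls were vehicle for no effect and reference inhibitor for full effect; many of its hits are not listed in these tables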
PMK inhibit pilot replicates = recorded beside PMK inhibit, whose call it bears; inhibition, %; measured here: pilot screen replicates
MK inhibit pilot replicates = recorded beside MK inhibit, whose call it bears; inhibition, %; measured here: pilot screen replicates
DPM-DC inhibit pilot screen % = second read-out of DPM-DC inhibit, no call of its own (marks repeat the call); inhibition, %; measured here: pilot screen trials
Numbers without * were called inactive; i = inactive; x = no result given. Rule as the data show it, unless noted: active = cytotoxicity above about 50%; inactive = the rest.

SMILES | HPDE-C7 viability | HT1080 cytotoxicity | MK inhibit | Bfl-1 inhibitors | DPM-DC inhibit | KRASV12 cytotoxicity | LYP phosphatase | PMK inhibit | Alkaline phosphatase | others
O=C(C(Cc1ccccc1)n1cccc1)N1CCc2ccccc21 (stereo not drawn) | 0% | -11% | 0 | -3% | i | -2% | 0% | 1 | 10%
Cn1c(=O)cc(SCC(=O)N2CCN(C3CCCCC3)CC2)c2ccccc21 | x | -2% | 1 | -6% | i | x | x | 6 | 13%
COc1ccc(C2/C(=C(/O)c3ccc(Cl)cc3)C(=O)C(=O)N2CCN2CCOCC2)c(OC)c1 (stereo not drawn) | -2% | -11% | 5 | -2% | i | 21% | 8% | 5 | 8%
COC(=O)NC1CSCC1OC(=O)c1ccc(Br)cc1 (stereo not drawn) | -7% | 0% | 10 | -1% | i | -21% | 2% | 2 | -2%
O=C(Nc1ccc2c(c1)OCCO2)c1ccc(Cl)c(S(=O)(=O)N2CCOCC2)c1 | x | 7% | 4 | -1% | i | x | 4% | 0 | 9%
O=C(COC(=O)c1cnccn1)c1ccc(Br)cc1 | -3% | -10% | 5 | -6% | i | 3% | 9% | 0 | 11%
COc1ccc(OC)c(C2C(C(C)=O)=C(O)C(=O)N2c2ccc(F)cc2)c1 (stereo not drawn) | -6% | -6% | 4 | 2% | i | -1% | 5% | 6 | 6%
CCOc1ccc2cc(S(=O)(=O)N3CCOCC3)ccc2c1 | 2% | -4% | 18 | 8% | i | -11% | 15% | 0 | -3%
O=S(=O)(c1cccc(-c2csc(-c3cccnc3)n2)c1)N1CCCCC1 | -14% | -1% | 0 | 4% | i | -13% | 14% | 8 | 19%
COc1ccccc1N1CCN(C(=O)c2cc(-c3cccs3)on2)CC1 | -4% | -3% | 17 | -4% | i | 4% | x | 11 | 3%
CSc1oc(-c2ccc(F)cc2)nc1S(=O)(=O)c1ccccc1 | x | -4% | 24 | x | i | x | -2% | 16 | x
Cc1ccc2nc(C)c(C)nc2c1N | -7% | 22% | 11 | 1% | i | -2% | x | 18 | -5%
CCn1c(N)c(C(N)=O)sc1=S | -12% | 6% | 9 | -7% | i | -16% | 12% | 5 | 3%
COc1ccc(CN2CC(C(=O)NCCCN3CCCCCC3)CC2=O)cc1 (stereo not drawn) | -13% | 0% | 1 | -10% | i | 0% | 8% | 3 | 3%
O=C(Nc1ccncc1)c1cccs1 | 3% | 2% | 6 | -5% | i | -10% | x | 7 | 16%
CCCC1=[N+](CC)CCn2c(C)ccc21 | 6% | 25% | 8 | 2% | i | -4% | x | 0 | 4%
O=c1cc(N2CCCC2)[nH]c(=O)n1-c1ccc(Cl)cc1 | x | 18% | 8 | x | i | x | 13% | 7 | x
O=C(O)C(Oc1ccc2c3c(c(=O)oc2c1)CCC3)c1ccccc1 (stereo not drawn) | -8% | 11% | 9 | -4% | x | -6% | 8% | 1 | -6%
CCN(CCCNC(=O)C1CCN(S(=O)(=O)c2cccc3nonc23)CC1)Cc1ccccc1 | 8% | 4% | 11 | -3% | i | 17% | -9% | 0 | 19% | PMK inhibit pilot replicates=6.5;MK inhibit pilot replicates=0.0;DPM-DC inhibit pilot screen %=0.0
O=C(O)CCC(=O)N(Cc1cccs1)Cc1cccs1 | -6% | -1% | 0 | -1% | i | -2% | x | 19 | 6%
Cc1ccc(C(=O)N2CCN(C)CC2)cc1S(=O)(=O)N1CCCCC1 | -16% | 3% | 10 | -3% | i | -17% | -3% | 0 | 4%
CCS(=O)(=O)NCCc1csc(C)n1 | 2% | -1% | 77* | -2% | i | 2% | 17% | 8 | 10%
Cc1cc(NC(=O)COC(=O)c2c(C)nn(-c3ccccc3)c2C)no1 | 9% | 2% | 0 | -2% | i | 10% | -10% | 7 | -3%
Cc1ccc(Cn2nnc3c(=O)n(CC(=O)NCC4CCCO4)cnc32)cc1 (stereo not drawn) | -3% | 3% | 9 | -8% | i | 6% | 5% | 12 | 8% | PMK inhibit pilot replicates=3.5;MK inhibit pilot replicates=1.0;DPM-DC inhibit pilot screen %=1.0
COc1ccc(OCCSc2nc3ccccc3c(=O)[nH]2)cc1 | -11% | -7% | 3 | -6% | i | -8% | x | 3 | 1%

Next part; the last four above are carried over.
SMILES | HPDE-C7 viability | HT1080 cytotoxicity | MK inhibit | Bfl-1 inhibitors | DPM-DC inhibit | KRASV12 cytotoxicity | LYP phosphatase | PMK inhibit | Alkaline phosphatase | others
CCS(=O)(=O)NCCc1csc(C)n1 | 2% | -1% | 77* | -2% | i | 2% | 17% | 8 | 10%
Cc1cc(NC(=O)COC(=O)c2c(C)nn(-c3ccccc3)c2C)no1 | 9% | 2% | 0 | -2% | i | 10% | -10% | 7 | -3%
Cc1ccc(Cn2nnc3c(=O)n(CC(=O)NCC4CCCO4)cnc32)cc1 (stereo not drawn) | -3% | 3% | 9 | -8% | i | 6% | 5% | 12 | 8% | PMK inhibit pilot replicates=3.5;MK inhibit pilot replicates=1.0;DPM-DC inhibit pilot screen %=1.0
COc1ccc(OCCSc2nc3ccccc3c(=O)[nH]2)cc1 | -11% | -7% | 3 | -6% | i | -8% | x | 3 | 1%
COc1cccc(-c2nnc3n2N=C(c2cccc(Br)c2)CS3)c1 | -6% | 5% | 14 | 0% | i | -15% | x | 10 | 1%
CC(C)c1c(O)nc(SCc2ccccc2)[nH]c1=O | -20% | 6% | 0 | 2% | i | -18% | x | 15 | 13%
C=CCn1c(=S)[nH]c2ccc(Br)cc2c1=O | x | -1% | 5 | -4% | i | x | 2% | 1 | 10%
COc1ccc(Cl)cc1C(=O)NCC(c1ccco1)N1CCCC1 (stereo not drawn) | -24% | -1% | 6 | -10% | i | -22% | x | 7 | 7%
CC(=O)Nc1c(C(=O)c2ccccc2)oc2ccccc12 | -23% | -20% | 0 | -5% | i | -22% | -3% | 2 | 11%
CN(C)CCN1C(=O)c2oc3ccccc3c(=O)c2C1c1ccccc1 (stereo not drawn) | 6% | -1% | 3 | -10% | i | -7% | 0% | 8 | -9%
O=C(NCc1ccco1)c1cccc(NC(=O)c2ccccc2)c1 | 10% | x | 9 | 4% | i | 33% | 9% | 7 | 3%
CN1CCc2c(c3c(n2C)CCN(C)[C@@H]3c2cccnc2)[C@H]1c1cccnc1 | 2% | -1% | 0 | 5% | i | -5% | 18% | 6 | 9%
CCCC(CCC)C(=O)NCCN1CCOCC1 | 1% | -2% | 4 | 2% | i | 11% | x | 14 | 18% | PMK inhibit pilot replicates=1.0;MK inhibit pilot replicates=0.0;DPM-DC inhibit pilot screen %=0.0
FC(F)(F)c1nnc2ccc(-n3ccnc3)nn12 | -13% | 1% | 5 | -8% | i | -9% | -9% | 0 | -4%
CC(NC(=O)c1ccc(N(C)C)cc1)C(c1cccs1)N1CCN(C)CC1 (stereo not drawn) | x | -5% | 7 | x | i | x | -5% | 15 | x
CC(=O)c1c(C)[nH]c(C(=O)CSc2nnc(-c3ccco3)n2Cc2ccccc2)c1C | 2% | -1% | 7 | -4% | i | -6% | 11% | 13 | 8%
O=C(OCCCN1C(=O)c2ccccc2C1=O)c1ccco1 | -15% | 4% | 12 | -4% | i | 13% | 4% | 17 | 10% | PMK inhibit pilot replicates=1.0;MK inhibit pilot replicates=2.0;DPM-DC inhibit pilot screen %=0.0
O=C(O)c1cc(=O)cc(C(=O)O)[nH]1 | 3% | -8% | 3 | -1% | i | 5% | 4% | 11 | -20% | PMK inhibit pilot replicates=0.0;MK inhibit pilot replicates=4.0;DPM-DC inhibit pilot screen %=10
c1ccc(Cn2nnnc2C(c2cccs2)N2CCOCC2)cc1 (stereo not drawn) | -14% | 1% | 5 | -4% | i | -12% | 4% | 0 | 5%
COC(=O)CSC1=C(C#N)C(c2ccc(Cl)cc2)C(C(=O)OC)C(=O)N1 (stereo not drawn) | -8% | 1% | 6 | -2% | i | -2% | x | 12 | 8%
Brc1cccc(-c2n[nH]c(-c3ccccc3)n2)c1 | 2% | 6% | 3 | -4% | i | 9% | -9% | 0 | 16%
Cn1c(=O)c2c(nc(SCc3cccnc3)n2Cc2ccc(F)cc2)n(C)c1=O | -19% | 4% | 8 | -4% | i | -8% | -1% | 15 | 0%
Cn1c(=O)cc(OCCCC(=O)NCc2ccccn2)c2ccccc21 | -5% | -2% | 0 | -2% | i | 2% | 7% | 14 | 5%
CCOc1ccc(C2C(C#N)=C(N)Oc3nc[nH]c(=O)c32)cc1OC (stereo not drawn) | -21% | 4% | 3 | -4% | i | -12% | -2% | 18 | 4%
O=C(CCn1c(=O)oc2ccccc21)NCCCN1CCCC1=O | -13% | -5% | 6 | -12% | i | -15% | 4% | 5 | 3%
CC(c1ccccc1)n1cc(C(=O)NCc2ccncc2)nn1 (stereo not drawn) | -31% | 0% | 18 | 1% | i | -18% | x | 8 | 6%
COC(=O)c1cc(=O)nc2sc3ccccc3n12 | -2% | -9% | 0 | -2% | i | -9% | -1% | 3 | 5%
CN(C)C(=O)Cn1c(=O)n(C)c2ccccc21 | -1% | 6% | 12 | -4% | i | -5% | -1% | 19 | 5%
O=C(CN1C(=O)c2ccccc2S1(=O)=O)Nc1cccnc1 | x | 2% | 6 | x | i | x | 12% | 9 | x
O=C(COc1ccc2ccccc2c1)N1CCN(c2ccccc2O)CC1 | -9% | -3% | 0 | -5% | i | -1% | 4% | 0 | 6%
C1CCc2c(nc3nnnn3c2N2CCOCC2)C1 | -9% | 5% | 10 | -6% | i | 5% | 1% | 3 | 8%
O=C(CCc1nc2ccccc2[nH]1)NCc1ccc2c(c1)OCO2 | 2% | -6% | 5 | 0% | i | 6% | 0% | 11 | 9%
CC(=O)O[C@]1(C(C)=O)CC[C@H]2[C@@H]3C=C(C)C4=CC(=O)CC[C@]4(C)[C@H]3CC[C@@]21C | -3% | 1% | 8 | -3% | i | -16% | 11% | 3 | 12% | PMK inhibit pilot replicates=2.5;MK inhibit pilot replicates=11;DPM-DC inhibit pilot screen %=1.5

4 records drawn at random from the list so far, as already listed:
SMILES | HPDE-C7 viability | HT1080 cytotoxicity | MK inhibit | Bfl-1 inhibitors | DPM-DC inhibit | KRASV12 cytotoxicity | LYP phosphatase | PMK inhibit | Alkaline phosphatase | others
O=C(NCc1ccco1)c1cccc(NC(=O)c2ccccc2)c1 | 10% | x | 9 | 4% | i | 33% | 9% | 7 | 3%
COC(=O)c1cc(=O)nc2sc3ccccc3n12 | -2% | -9% | 0 | -2% | i | -9% | -1% | 3 | 5%
CCCC(CCC)C(=O)NCCN1CCOCC1 | 1% | -2% | 4 | 2% | i | 11% | x | 14 | 18% | PMK inhibit pilot replicates=1.0;MK inhibit pilot replicates=0.0;DPM-DC inhibit pilot screen %=0.0
CC(=O)Nc1c(C(=O)c2ccccc2)oc2ccccc12 | -23% | -20% | 0 | -5% | i | -22% | -3% | 2 | 11%
